# SIAH1 antagonists = blockers of Siah-1 interaction with plectin peptide – biochemical, fluorescence polarization, rhodamine-plectin, uHTS, primary screen (AID 1817) | Siah-1 / rhodamine-plectin peptide fluorescence polarization; higher % means a stronger effect | 290,000 tested, 0.02% active | displacement, % at 20 µM, or IC50 in µM where a hit was titrated;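 active = displacement of at least 50% at 20 µM, with a fluorescence ratio check between 0.3 and a set limit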;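 note: plate controls were Siah plus tracer with DMSO for no effect and tracer alone without Siah for full effect; strong numbers were not always called active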
# KOR beta-arrestin-1 = kappa opioid receptor blockers – cell-based, luminescence, uHTS (AID 1778); KOR beta-arrestin recruitment, luminescence, antagonist mode; higher % means a stronger effect; 290,000 tested, 0.091% active; inhibition, % at 10 µM, or IC50 in µM where a hit was titrated; in the data active = inhibition above about 50%; note: strong numbers were not always called active
# AID2073 = inhibitors of Mint1-CaV2.2 protein interaction, biochemical, HTRF (AID 2073) | HTRF protein-protein interaction, Mint1-CaV2.2; higher % means a stronger effect | one-dose inhibition, % at 20 µM; IC50 in µM for titrated hits | 290,000 tested, 0.19% active; in the data active = inhibition mostly above about 51%, no sharp cut-off; inconclusive = no clear call, values can overlap the other calls; inactive = mostly below about 53%; note: some results filed as inactive read as strong as hits
# KOR beta-arrestin-2 = KOR agonists, beta-arrestin recruitment, primary screen, cell-based, luminescence, uHTS (AID 1777); KOR beta-arrestin recruitment, luminescence; higher % means a stronger effect; activation, % at 10 µM, or EC50 in µM where a hit was titrated; 280,000 tested, 0.02% active; in the data active = activation above about 50%, passing the limit was not always enough; note: a part of the inactive calls stands beside numbers as strong as those of hits
# GPR55 activation = selective activators of receptor GPR55 – imaging, U2OS cells, beta-arrestin-GFP redistribution, primary screen (AID 1961); U2OS GPR55 beta-arrestin-GFP redistribution imaging; higher % means a stronger effect; activation, % at 10 µM, or EC50 in µM where a hit was titrated; 290,000 tested, 0.048% active;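 active = activation above 40% with more than 50 cells counted in the well; inconclusive = wells holding fewer than 50 cells, flagged as toxic or sparse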;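 note: U2OS osteosarcoma cells stably expressing GPR55 and beta-arrestin-GFP; plate controls were DMSO negative control for no effect and LPI positive control for full effect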
# HIV fusion peptide = cell-free HIV fusion peptide-binding blockers – biochemical, uHTS, fluorescence dequenching, primary screen (AID 1986) | cell-free peptide binding, fluorescence dequenching, 30 min; higher % means a stronger effect | 290,000 tested, 0.3% active | one-dose inhibition, % at 20 µM; IC50 in µM for titrated hits; in the data active = inhibition mostly above about 52%, no sharp cut-off; inactive = mostly below about 76%; note: some results filed as inactive read as strong as hits
# GPR35 arrestin U2OS = GPR35 antagonists blocking zaprinast-driven arrestin recruitment, primary screen, imaging, U2OS, beta-arrestin-GFP, zaprinast agonist (AID 2058); U2OS GPR35 beta-arrestin-GFP translocation imaging, zaprinast antagonism; higher % means a stronger effect; inhibition, % at 10 µM; hits with a dose series show IC50 in µM; 290,000 tested, 0.052% active;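 active = inhibition of at least 50% with at least 30 cells and total cytoplasm GFP at most 10,000,000; inconclusive = under 30 cells or total GFP of 10,000,000 plus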
# GPR55 antagonists = inhibition of LPI-stimulated GPR55 beta-arrestin translocation – imaging, U2OS, beta-arrestin-GFP, LPI agonist, primary screen (AID 2013). U2OS GPR55 beta-arrestin-GFP translocation imaging, LPI antagonism; higher % means a stronger effect. inhibition, % at 10 µM; hits with a dose series show IC50 in µM. 290,000 tested, 0.13% active;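 active = spots per cell inhibited over 60%, with over 100 cells counted and total cytoplasm intensity under 500,000; inconclusive = wells with under 100 cells, flagged as likely toxic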;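 note: U2OS cells stably carrying GPR55 and arrestin-GFP stimulated by 5 µM LPI near EC80; imaged beta-arrestin-GFP aggregate spots per cell after agonist stimulation; plate controls were LPI-stimulated DMSO wells for no effect and DMSO wells without LPI for full effect; some results filed as inactive read as strong as hits; confirmed hits need IC50 under 10 µM and bright autofluorescent wells are also inconclusive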
# NOD1 NF-kB reporter = inhibition of NOD1-driven NF-kB reporter – cell-based, luminescence, uHTS, primary screen (AID 1578) | NOD1-driven NF-kB luciferase reporter cells, luminescence; higher % means a stronger effect | one-dose inhibition, % at 4 µM; EC50 in µM for titrated hits | 290,000 tested, 1% active; in the data active = inhibition mostly above about 36%, no sharp cut-off; inactive = mostly below about 34%;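 note: HEK-293T reporter cells stimulated with the NOD1 agonist gamma-tri-DAP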
# Starred values were filed as active, the others as inactive; ? = inconclusive; . = no result given; [ ] = dose if it differs, or a comment. Only part of the results is shown; count on the stated rates, not on these rows.
SMILES,SIAH1 antagonists,KOR beta-arrestin-1,AID2073,KOR beta-arrestin-2,GPR55 activation,HIV fusion peptide,GPR35 arrestin U2OS,GPR55 antagonists,NOD1 NF-kB reporter
O=C(C1CCCCC1)N1CCCC(c2nc3c(nnn3Cc3ccccc3)c(=O)[nH]2)C1 (configuration not stated),-4%,-16%,?,-4.6%,-0.5%,-2.5%,14%,11%,5%
O=C(Cc1ccc(Cl)cc1)c1ccc(O)cc1,0%,-8%,6%,5.3%,0.4%,-0.3%,14%,-4%,3%
Cc1ccsc1CN(C(=O)c1ccccc1)C1CCS(=O)(=O)C1 (configuration not stated),1%,3%,1%,-4.9%,0.0%,-1.2%,-6%,-7%,-16%
CS(=O)(=O)N(Cc1ccco1)CC(O)Cn1cc(C=O)c2ccccc21 (configuration not stated),-2%,-2%,0%,0.5%,0.6%,0.9%,11%,-3%,-10%
Cn1c(=O)oc2cc(S(=O)(=O)NCCC(=O)NCc3ccccc3Cl)ccc21,-3%,-33%,-2%,2.1%,0.0%,1.0%,3%,8%,5%
COc1ccc(/C=C/c2cc(=O)c3cc(Cl)ccc3o2)cc1,-1%,-14%,19%,6.3%,-0.2%,-3.7%,8%,7%,-2%
Cc1cc(C(=O)OCC(=O)Nc2cc(S(=O)(=O)N(C)C)ccc2C)c(C)o1,3%,-18%,1%,3.1%,-1.2%,-1.6%,-6%,-3%,-29%
O=C1/C(=C/c2ccsc2)N2CCC1CC2,-2%,43%,9%,1.8%,-0.1%,-1.6%,3%,5%,-11%
COCCNC(=O)Nc1ccc2nc(-c3cccs3)c(-c3cccs3)nc2c1,-2%,7%,-3%,1.7%,-0.1%,1.0%,10%,6%,20%
CCOC(=O)N1CCN(C(=O)CSCc2nc(-c3ccccc3C)oc2C)CC1,0%,3%,-18%,-1.8%,-0.2%,1.8%,-22%,0%,2%
CCCNC(=S)NC1CC2CCCC(C1)N2Cc1ccc(F)cc1 (configuration not stated),2%,22%,2%,-0.8%,-0.2%,-0.9%,-9%,4%,-16%
CC(=O)NS(=O)(=O)c1ccc(N)cc1,4%,-13%,-2%,1.5%,0.9%,2.9%,-2%,-4%,-22%
CNc1c(NC(=O)C2CCC(C)CC2)c(=O)oc2ccccc12 (configuration not stated),2%,-26%,7%,4.0%,-0.2%,7.6%,-17%,15%,-18%
COc1ccccc1NC(=S)NC(C)=O,2%,-26%,7%,-6.0%,0.1%,1.4%,0%,1%,16%
CCNC(=O)COC(=O)c1cc(S(=O)(=O)N2CCCc3ccccc32)ccc1Cl,0%,-8%,12%,1.5%,0.3%,0.8%,16%,0%,-4%
Cc1ccc(C(=O)N/C(=C\c2ccco2)C(=O)NCC2CCCO2)cc1C (configuration not stated),-1%,-9%,-10%,4.8%,0.6%,1.6%,5%,-15%,-5%
CCC(=O)N/N=C/c1ccc(-c2ccc([N+](=O)[O-])cc2)o1,0%,-19%,6%,2.9%,-0.2%,-2.1%,12%,3%,-43%
Cc1ccc(S(=O)(=O)O/N=C2\CCCc3ccccc32)cc1,0%,8%,-8%,-4.9%,-0.2%,1.6%,-11%,-2%,-21%
Cc1ccc(-c2nnc(-c3ccccc3)c(N3CCOCC3)n2)cc1,4%,-18%,-5%,3.1%,0.0%,0.0%,6%,9%,5%
CCCSc1ccc2nc(NC(=O)OC)[nH]c2c1,1%,-167%,-5%,-0.1%,0.2%,-0.5%,-10%,-34%,4%

# Grouped by structure, the entries above containing a Cl atom.
SMILES,SIAH1 antagonists,KOR beta-arrestin-1,AID2073,KOR beta-arrestin-2,GPR55 activation,HIV fusion peptide,GPR35 arrestin U2OS,GPR55 antagonists,NOD1 NF-kB reporter
O=C(Cc1ccc(Cl)cc1)c1ccc(O)cc1,0%,-8%,6%,5.3%,0.4%,-0.3%,14%,-4%,3%
Cn1c(=O)oc2cc(S(=O)(=O)NCCC(=O)NCc3ccccc3Cl)ccc21,-3%,-33%,-2%,2.1%,0.0%,1.0%,3%,8%,5%
COc1ccc(/C=C/c2cc(=O)c3cc(Cl)ccc3o2)cc1,-1%,-14%,19%,6.3%,-0.2%,-3.7%,8%,7%,-2%
CCNC(=O)COC(=O)c1cc(S(=O)(=O)N2CCCc3ccccc32)ccc1Cl,0%,-8%,12%,1.5%,0.3%,0.8%,16%,0%,-4%

# The list goes on.
SMILES,SIAH1 antagonists,KOR beta-arrestin-1,AID2073,KOR beta-arrestin-2,GPR55 activation,HIV fusion peptide,GPR35 arrestin U2OS,GPR55 antagonists,NOD1 NF-kB reporter
CCOC(=O)c1nn(-c2ccc(OC)cc2)c(=O)c2c(N)scc12,-1%,14%,25%,4.1%,0.4%,0.9%,3%,11%,-24%
Nc1c(/C=C2/C=CC(=O)C(O)=C2)c(=O)nc2sc(CC(=O)N3CCCCC3)nn12,41%,-17%,5%,-9.8%,-0.2%,35%,17%,4%,-11%
c1ccc(C(c2ccccc2)N2CCN(Cc3nc(-c4cnccn4)no3)CC2)cc1,-1%,14%,3%,0.0%,0.7%,-1.8%,1%,-5%,4%
Cc1ccc(C)c(S(=O)(=O)NCc2ccc(C(=O)N3CCN(c4ccccc4)CC3)cc2)c1,8%,21%,1%,0.7%,0.3%,0.4%,-4%,20%,-31%
O=C(c1ccc(Cl)c(S(=O)(=O)N2CCOCC2)c1)N1CCN(Cc2ccccc2)CC1,1%,16%,-6%,-5.3%,0.4%,1.4%,-4%,7%,0%
CC(C)CC(=O)Nc1c2c(nn1-c1ccc(F)cc1)CSC2,-5%,18%,-1%,-2.2%,-0.2%,0.5%,-2%,16%,-10%
Cc1cc(O)c(C(=O)/C=C/c2c(F)c(F)c(F)c(F)c2F)c(=O)o1,-2%,2%,35%,-5.9%,0.0%,39%,4%,11%,21%
Cc1ccc(CSc2nc3c(c(=O)[nH]2)CCC3)cc1,-3%,-6%,-1%,.,0.6%,-0.5%,23%,-2%,-24%
Cc1cc(C)c(NC(=O)COc2ccccc2C(=O)Nc2ccc3c(c2)oc2ccccc23)c(C)c1,2%,5%,?,-1.0%,-0.1%,-3.6%,5%,7%,-116%
Cc1ccc(CN2CCN(Cc3ccon3)CC2CCO)cc1 (configuration not stated),3%,-7%,8%,-5.4%,0.4%,0.9%,-4%,-27%,-34%
Cc1noc(C)c1S(=O)(=O)N1CCCC(C(=O)N2CCN(C3CCCCC3)CC2)C1 (configuration not stated),-1%,-18%,-1%,3.1%,-0.3%,0.2%,-3%,-3%,-21%
CCOC(=O)C1=C(CSc2n[nH]c(N)n2)NC(=O)NC1C (configuration not stated),1%,30%,-4%,-3.3%,-0.1%,-1.2%,-7%,6%,0%
O=C(COc1cccc2cccnc12)N/N=C/c1cccn1-c1ccc(F)cc1,-1%,-37%,4%,4.8%,1.3%,-2.0%,9%,-17%,4%
COc1ccc(-n2nc3c(N4CCC(C(=O)NCCc5ccccc5C)CC4)nnc(C)c3c2C)cc1,-10%,-24%,1%,3.8%,0.0%,5.0%,14%,-5%,6%
Cc1cc(NS(=O)(=O)c2c(C)c(C)cc(C)c2C)no1,2%,-8%,-2%,-3.9%,0.3%,0.1%,1%,-10%,-10%
CCCCC(=O)N/N=C/c1cc([N+](=O)[O-])ccc1N1CCOCC1,-4%,-58%,-6%,0.2%,0.1%,-0.3%,-1%,-13%,-3%
O=C(Nc1ccc(F)c(Cl)c1)C1CCCN(c2cnccn2)C1 (configuration not stated),1%,-6%,-4%,-2.4%,-0.2%,0.6%,-4%,10%,4%
COc1ccc(OCC(=O)NNC(=O)c2ccc(-c3ccccc3)cc2)cc1,16%,-9%,30%,-2.0%,-0.1%,-0.2%,6%,11%,11%
O=C1c2ccccc2C(=O)N1CSc1nnc(Nc2ccccc2)s1,0%,-41%,-3%,-2.2%,0.4%,-2.4%,-6%,-2%,-29%
O=C(Cc1cccs1)Nc1cccc(-c2nc3cc4ccccc4cc3[nH]2)c1,-13%,-75%,30%,12%,0.0%,-0.6%,-4%,8%,-17%
COc1ccc(OCCNC(=O)CCCO)cc1,4%,-6%,14%,-4.7%,-0.2%,-1.5%,13%,11%,-5%
CN(c1ccc(C(=O)NC2CCCC2)cc1)S(=O)(=O)c1ccccc1,1%,-32%,4%,3.0%,0.1%,3.6%,11%,-5%,6%
CCOC(=O)/C(C#N)=C1/C=C(C)c2ccccc2N1,3%,-8%,6%,-1.3%,-0.3%,-2.3%,-5%,14%,-30%
O=C(Nc1cccc(NC(=O)c2ccccc2Cl)c1)c1cccs1,6%,-8%,2%,-8.4%,-0.2%,1.7%,0%,-3%,-24%
O=S(=O)(c1ccccc1)N1CCCc2ccccc21,-5%,-18%[20 µM],9%,11%,-0.4%,-1.2%,-7%,1%,9%
Cc1nc2c(c(=O)n1CCC(C)C)c1nc3ccccc3nc1n2Cc1ccc2c(c1)OCO2,-2%,3%,-4%,22%,-0.2%,3.5%,23%,15%,-4%
CCC(=O)NC(c1cccs1)c1cc(Cl)c2cccnc2c1O (configuration not stated),-3%,33%[20 µM],17%,.,-0.1%,1.1%,-8%,-2%,32%
C/C(=N\OC(=O)c1ccc(F)cc1)c1nccs1,-1%,-2%,4%,3.1%,-0.1%,-1.9%,-11%,11%,-12%
Cc1coc2cc3oc(=O)c(CCC(=O)NCc4ccccn4)c(C)c3cc12,-5%,4%[20 µM],22%,1.4%,-0.2%,0.2%,-19%,14%,9%
CCCCC(=O)NCCc1ccc(S(N)(=O)=O)cc1,0%,30%,-1%,0.2%,-0.1%,-2.6%,11%,3%,.
C/C=C(\C)CN1CCN(c2ccccc2F)CC1,0%,29%,-8%,-3.0%,0.2%,-0.4%,-17%,12%,-18%
O=[N+]([O-])c1cccc(-c2nnc3cccc(Cl)n23)c1,-7%,-11%,9%,-1.8%,-0.1%,-2.8%,2%,-5%,-1%
Cc1n[nH]c(C)c1CCNCc1ccc(OCC(O)CN2CCCCC2)cc1 (configuration not stated),46%,6%[20 µM],-9%,.,0.3%,-0.3%,-1%,3%,-22%
O=C(O)c1ccc(CNCc2cccc(OCc3ccc(F)cc3)c2)cc1,7%,12%,11%,-2.3%,0.0%,-1.3%,9%,7%,-2%
Cc1cccc(NC(=O)c2ccc(COc3ccc4ccccc4c3)o2)n1,1%,-28%,9%,1.6%,0.2%,3.2%,6%,15%,-9%
O=C(C1CCN(S(=O)(=O)c2ccccc2)CC1)N1CCc2ccccc21,-3%,-6%,3%,3.1%,-0.2%,1.0%,-16%,14%,-8%
CC1(C)Cc2ccccc2C(NNC(=O)c2ccncc2)=N1,-5%,-30%,14%,6.2%,-0.1%,1.7%,-11%,9%,35%
